NR1D1 modulator = modulates human Rev-erb alpha binding to DNA. AID 1259318. P20393. Rev-erbα–FITC-DNA binding, fluorescence polarization, 90 min. activity, % at 10 µM. hit rate 0.79% among 370,000;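 active means activity above about 14%, limit read from the data; passing the limit was not always enough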;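 further: 0% = DMSO wells with 35 nM protein and 100% = DMSO wells with 750 nM protein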
hcDAF12 agonist = activators of H. contortus DAF-12 nuclear receptor | HEK293 hcDAF-12 lit1-tk-luc reporter, luminescence; 0% DMSO, 100% Δ7-dafachronic acid | activation, % at 6.8 µM | hit rate 1.4% among 370,000;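 active means activation above the mean of all tested compounds plus 3 SD, cut at about 5.5% in these data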;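 further: 100% = response to 3 µM Δ7-dafachronic acid high control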
FXN GAA850 act = frataxin GAA850 promoter activation; HEK293 lucGAA850 FXN promoter luciferase reporter, 24 h; percent of 10 µM SAHA response; activation, % at 6 µM; hit rate 0.56% among 360,000;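 active means activation above the average of all compounds screened plus 3 SD, cutoff fixed separately per campaign, cut at about 7.5% in these data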;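 further: 0% = DMSO wells and 100% = 10 µM SAHA wells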
ssDAF12 agonist = S. stercoralis DAF-12 activation, primary screen | HEK293 ssDAF-12/GRIP1 lit1-tk-luc reporter, luminescence; % of 3 µM dafachronic acid response | activation, % at 6.8 µM | hit rate 1% among 370,000;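 active means activation above the mean over all tested compounds plus 3 SD, cut at about 0.9% in these data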;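 further: 0% = DMSO-only wells and 100% = 3 µM delta7-dafachronic acid wells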
PG9 binder = PG9 antibody binding by small molecule. inhibition, % at 6.7 µM. hit rate 0.43% among 360,000. TR-FRET gp120-PG9 antibody binding; in the data active means inhibition above about 8.5%
HGIII-sPLA2 inh = Inhibits HGIII-sPLA2 liposome hydrolysis, primary screen; AID 743126; inhibition, % at 12.2 µM; hit rate 0.56% among 370,000; Q9NZ20; QFRET BODIPY PC-A2 liposome hydrolysis, fluorescence;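 active means inhibition above mean plus 3 SD of compounds lying within the high and low control bounds, cut at about 19% in these data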;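 further: 0% = median of test compound wells and 100% = no enzyme DMSO wells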
Target sequence (Q9NZ20 whole entry, looked up): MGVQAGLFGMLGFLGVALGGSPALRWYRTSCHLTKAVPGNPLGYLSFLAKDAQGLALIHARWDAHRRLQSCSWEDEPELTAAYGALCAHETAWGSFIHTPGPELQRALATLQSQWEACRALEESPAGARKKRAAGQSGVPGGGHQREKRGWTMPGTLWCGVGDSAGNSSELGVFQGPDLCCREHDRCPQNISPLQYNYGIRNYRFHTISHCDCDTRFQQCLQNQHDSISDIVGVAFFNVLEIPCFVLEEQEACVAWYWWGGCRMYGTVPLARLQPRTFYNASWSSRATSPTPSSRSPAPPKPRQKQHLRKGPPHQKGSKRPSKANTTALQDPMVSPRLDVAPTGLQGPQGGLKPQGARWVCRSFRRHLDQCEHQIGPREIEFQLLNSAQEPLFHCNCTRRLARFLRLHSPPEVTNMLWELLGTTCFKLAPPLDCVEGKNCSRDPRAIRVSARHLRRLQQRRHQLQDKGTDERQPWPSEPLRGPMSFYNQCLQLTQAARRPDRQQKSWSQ
DAX1 inh-1 = NR0B1 (DAX1) inhibition | HEK293 Gal4-DAX1 luciferase reporter, luminescence | P51843 | inhibition, % at 6.75 µM | hit rate 0.99% among 340,000 | AID 504766;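 active means inhibition above the mean over all tested compounds plus 3 SD, cut at about 4.2% in these data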;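 further: 0% = DAX1-transfected cells with DMSO and 100% = empty-vector control cells with DMSO; inhibition shows as a rise in luminescence from relieved DAX1 repression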
Target sequence (P51843 207-470 limits assumed): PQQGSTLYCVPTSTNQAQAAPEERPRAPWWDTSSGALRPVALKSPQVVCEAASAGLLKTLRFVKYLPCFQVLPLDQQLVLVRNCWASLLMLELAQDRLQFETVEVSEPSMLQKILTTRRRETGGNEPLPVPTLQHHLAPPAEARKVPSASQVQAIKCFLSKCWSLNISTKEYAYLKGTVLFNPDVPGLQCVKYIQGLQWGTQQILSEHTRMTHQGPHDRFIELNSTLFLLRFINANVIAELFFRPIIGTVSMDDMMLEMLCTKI
PLCb3 inh = blocks human PLC-beta3 enzyme activity | Purified PLC-beta3, fluorogenic substrate, fluorescence | inhibition, % at 12.2 µM | hit rate 0.18% among 370,000 | AID 720704; in the data active means inhibition above about 11%;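 further: 0% = median of compound wells on plate and 100% = full blocker control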
SMARCA2 activ = increases SMARCA2 function in MMTV reporter cells | MG213 cells, MMTV-luciferase reporter, dexamethasone, overnight | activation, % at 9.1 µM | hit rate 1% among 370,000; in the data active means activation above about 7.8%;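 further: 0% = vehicle wells and 100% = reference activator wells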
hgDAF-12 ag = hgDAF-12 agonism, primary luciferase screen. hit rate 1.8% among 370,000. HEK293 GAL4-hgDAF12 UAS-luciferase reporter, agonist luminescence; normalized to butyrate control. activation, % at 6.8 µM;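 active means activation above a cutoff set at the mean of all screened compounds plus 3 SD, cut at about 10% in these data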;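 further: 0% = DMSO wells and 100% = sodium butyrate wells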
DAX1 inh-2 = DAX1 (NR0B1) inhibition, primary screen | HEK293T StAR-luciferase reporter, SF-1/DAX-1 repression relief | inhibition, % at 6.8 µM | hit rate 1.1% among 370,000 | AID 652010;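 active means inhibition above the mean over all tested compounds plus 3 SD, cut at about 3.6% in these data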;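 further: 0% = DAX-1 cells with DMSO and 100% = cells lacking DAX-1 with DMSO; higher inhibition means more luminescence from relief of DAX-1 repression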
* = called active by the depositor; i = inactive; · = not tested or not shown.

SMILES | NR1D1 modulator | hcDAF12 agonist | FXN GAA850 act | ssDAF12 agonist | PG9 binder | HGIII-sPLA2 inh | DAX1 inh-1 | PLCb3 inh | SMARCA2 activ | hgDAF-12 ag | DAX1 inh-2
COc1ccccc1-n1c(SCC(=O)NC2CC2)nc2ccccc2c1=O | -3 | -2.4 | 2.3 | -1.3 | -1.0 | -4 | -0.3 | -2 | -3 | 0.3 | -0.3
CN1CCC[C@H]1CCNc1ccc2c(=O)c3ccccc3n(C)c2c1 | -24 | 5.1 | 13* | -0.2 | 2.2 | -8 | 1.3 | i | 27* | 9.4 | 8.1*
CCOc1ccc(OCCN2CCCCC2)cc1 | 2 | 0.3 | 1.1 | -0.1 | 0.6 | -3 | -1.2 | 6 | 0 | 5.7 | 0.1
C=CCCC(=O)N1CCC(n2nccc2NC(=O)c2ccccc2C)CC1 | 0 | 1.0 | -0.5 | -1.3 | 0.1 | 2 | 0.2 | -4 | 0 | -0.3 | 0.2
CCOC(=O)Cn1c(=O)oc2cc(S(=O)(=O)N(C)c3ccc(OC)cc3)ccc21 | 0 | 0.7 | 0.9 | -1.2 | -1.4 | -6 | -0.1 | -4 | 1 | 3.9 | 0.4
O=c1[nH]c(SCc2ccccc2Cl)nc2c1cnn2-c1ccccc1 | -3 | -0.2 | -1.9 | -0.5 | 0.3 | 3 | 0.5 | 8 | -2 | 1.1 | -0.1
O=c1c(-c2ccc(O)cc2O)coc2cc(O)cc(O)c12 | -3 | -0.4 | -2.3 | -0.8 | 1.2 | -3 | 1.1 | 4 | 0 | -0.4 | 0.1
CCOCCCn1c(SCC(=O)Nc2cccc(S(=O)(=O)NC3=NCCCCC3)c2)nc2ccccc2c1=O | -3 | -1.0 | -0.4 | -1.9 | -0.7 | 2 | 2.0 | -2 | 1 | -3.1 | -0.1
CCOC(=O)CN1CCC(C2(c3cc4ccccc4[nH]3)OCCO2)CC1 | 9 | -0.5 | 0.6 | -0.3 | -1.1 | -1 | -0.2 | -9 | 0 | -0.7 | 0.1
CC(/C=C/c1ccccc1)=N/NC(=O)CNC(=O)c1ccccc1F | -2 | -1.3 | 0.3 | -1.1 | -2.8 | -5 | -0.7 | -2 | 2 | -3.0 | -1.0
CN(C)c1ccc(-c2ccnc3c2CC(C)(C(=O)Nc2ccc(Cl)cc2)O3)cc1 (stereo not given) | 2 | -0.7 | -1.4 | -1.5 | 1.9 | 2 | · | -376 | -2 | -0.8 | -1.6
Cc1ccc(NC(=O)c2ccc([N+](=O)[O-])o2)cc1C | -2 | -1.2 | 7.7* | -0.6 | 0.1 | 1 | -1.3 | 2 | 8 | -5.7 | -2.9
O=C(N/N=C/c1cccnc1)c1ccc(NC(=O)c2cccc(Cl)c2)cc1 | -10 | -2.8 | 0.5 | -1.1 | 1.3 | 0 | -2.4 | -5 | -1 | -2.2 | -0.9
O=C(Nc1ccncc1)c1ccc(C(=O)Nc2ccncc2)cc1 | 1 | -0.3 | 1.6 | -1.8 | -0.6 | 1 | -0.1 | 3 | -1 | -0.4 | 0.4
O=C(COc1ccc(Cl)cc1Cl)N/N=C/c1cccnc1 | 4 | -1.0 | 0.9 | -1.0 | -3.8 | 1 | 0.6 | -3 | 6 | 1.5 | -0.6
CCOC(=O)c1c(NC(=O)COC(=O)c2cnc(C)cn2)sc(C(=O)N(C)C)c1C | 0 | 0.3 | 0.9 | -1.1 | -0.2 | 9 | 1.0 | 1 | 2 | -1.3 | -1.4
Cc1c(C(=O)Nc2nonc2-c2ccc(F)cc2)oc2ccc(F)cc12 | -5 | -2.4 | 1.6 | -1.3 | -0.2 | -30 | -0.7 | -2 | -3 | 2.4 | -6.6
Cc1coc2c(C)c3oc(=O)c(CCC(=O)NCc4ccccn4)c(C)c3cc12 | -2 | -1.1 | 1.1 | -1.9 | 0.8 | -1 | -1.3 | -232 | 0 | 0.5 | 0.5
c1ccc(Nc2c3c(nc4ccccc24)CCC3)cc1 | -5 | -1.9 | 1.6 | -2.3 | -1.0 | 9 | 0.5 | -3 | -5 | -5.2 | -0.9
CCc1nnc(NC(=O)CSc2nc(C)cs2)s1 | 3 | -0.8 | 0.5 | -1.5 | -0.9 | 11 | 3.0 | -7 | -1 | 0.4 | 0.0
C=CCCCN(Cc1ccccc1)S(=O)(=O)c1ccccc1Br | 1 | -1.3 | 0.8 | -0.6 | 0.5 | 4 | -0.9 | 3 | -2 | -0.9 | 0.0
CC(c1ccccc1)N1CC[C@H]2C=CC[C@@H](C(=O)Nc3cccc(Cl)c3)[C@H]2C1=O (stereo not given in full) | 1 | -1.3 | · | -1.8 | · | -5 | · | -1 | · | 2.1 | ·
COc1ccc(NC(=O)C(F)(OC)C(F)(F)F)c(OC)c1 (stereo not given) | -1 | -1.1 | 0.3 | -1.4 | 0.1 | -1 | 0.0 | 1 | -2 | 0.1 | -0.4
CC1=C(C(=O)N2CCOCC2)C(c2cc(C)ccc2C)NC(=S)N1 (stereo not given) | 3 | -0.3 | -0.2 | -1.5 | 0.3 | 3 | 0.2 | 3 | 0 | -1.4 | -0.2

In the list so far, these contain an NH in an aromatic ring.
SMILES | NR1D1 modulator | hcDAF12 agonist | FXN GAA850 act | ssDAF12 agonist | PG9 binder | HGIII-sPLA2 inh | DAX1 inh-1 | PLCb3 inh | SMARCA2 activ | hgDAF-12 ag | DAX1 inh-2
O=c1[nH]c(SCc2ccccc2Cl)nc2c1cnn2-c1ccccc1 | -3 | -0.2 | -1.9 | -0.5 | 0.3 | 3 | 0.5 | 8 | -2 | 1.1 | -0.1
CCOC(=O)CN1CCC(C2(c3cc4ccccc4[nH]3)OCCO2)CC1 | 9 | -0.5 | 0.6 | -0.3 | -1.1 | -1 | -0.2 | -9 | 0 | -0.7 | 0.1

2 compounds picked at random from the list so far, as already listed:
SMILES | NR1D1 modulator | hcDAF12 agonist | FXN GAA850 act | ssDAF12 agonist | PG9 binder | HGIII-sPLA2 inh | DAX1 inh-1 | PLCb3 inh | SMARCA2 activ | hgDAF-12 ag | DAX1 inh-2
c1ccc(Nc2c3c(nc4ccccc24)CCC3)cc1 | -5 | -1.9 | 1.6 | -2.3 | -1.0 | 9 | 0.5 | -3 | -5 | -5.2 | -0.9
COc1ccccc1-n1c(SCC(=O)NC2CC2)nc2ccccc2c1=O | -3 | -2.4 | 2.3 | -1.3 | -1.0 | -4 | -0.3 | -2 | -3 | 0.3 | -0.3

Following part.
SMILES | NR1D1 modulator | hcDAF12 agonist | FXN GAA850 act | ssDAF12 agonist | PG9 binder | HGIII-sPLA2 inh | DAX1 inh-1 | PLCb3 inh | SMARCA2 activ | hgDAF-12 ag | DAX1 inh-2
O=C(NCCS(=O)(=O)N1CCN(c2ccccc2)CC1)C1CC(=O)N(c2ccccc2)C1 (stereo not given) | 3 | 1.3 | 0.0 | -1.1 | -1.0 | 4 | 0.2 | -4 | -1 | 4.6 | 0.8
O=C(CCc1ccccc1)N/N=C\C1CC=CCC1 (stereo not given) | -1 | 0.4 | 1.5 | -0.6 | -1.5 | -2 | -0.1 | -5 | -1 | 0.9 | -0.4
C=CCOC(=O)C1=C[C@H](c2cn(C(C)=O)c3ccccc23)C[C@H](OCCCCO)O1 | -4 | -0.9 | -0.3 | -0.1 | -1.8 | -14 | -0.6 | -16 | 1 | -1.3 | -0.6
CCNC(=O)NC(=O)COC(=O)CCCSc1nc2ccccc2s1 | 0 | -0.9 | -4.7 | -1.8 | -3.8 | -22 | -0.9 | 1 | -11 | -8.7 | -1.3
O=C1NCCN1Cc1cccc(Cl)c1 | 0 | -1.1 | 2.1 | -1.5 | -3.2 | -1 | -1.0 | 3 | 0 | 1.8 | 0.1
CN1C=CC=C/C1=C1/SC(=S)N(Cc2ccccc2)C1=O | 2 | -0.1 | -2.1 | -1.5 | -4.8 | 17 | -1.0 | 2 | -3 | -0.6 | -0.9
CCN(CC)c1ccc(/C=N/NC(=O)c2cccc(S(=O)(=O)N3CCOCC3)c2)c(O)c1 | 0 | -2.0 | -8.0 | -1.4 | 2.3 | 5 | -1.7 | -21 | -3 | 2.2 | 1.1
CCOC(=O)Cn1cc(CN2C(C(=O)OC)CN(Cc3ccc(C)cc3)CCS2(=O)=O)nn1 (stereo not given) | -4 | 1.5 | · | -0.8 | · | 0 | · | 0 | -2 | -2.7 | 0.3
CCN(CC)S(=O)(=O)c1ccc2c(c1)N(CC(=O)NCC1CCCO1)C(=O)CO2 (stereo not given) | 2 | -1.9 | -0.9 | -0.4 | 1.0 | 11 | 0.0 | -6 | -6 | 0.9 | 0.8
CC(=O)c1ccc(NC(=O)C2CCCN(C(=O)c3ccc(Cl)cc3)C2)cc1 (stereo not given) | -5 | 0.4 | 2.7 | -1.2 | 1.5 | -9 | · | -2 | -2 | 4.6 | 0.9
CS(=O)(=O)c1ccc(Cl)c(NC(=O)CSc2nnc(C3CC3)n2C2CC2)c1 | 17* | -0.4 | -0.7 | -1.0 | 0.1 | 2 | -0.3 | 2 | 4 | 2.6 | -1.6
Cc1ccc2[nH]c(O)c(N=O)c2c1 | -5 | 0.8 | 3.6 | -0.4 | -0.3 | -22 | 4.9* | -12 | -2 | 0.3 | 0.2
COc1cc(S(=O)(=O)N2CCN(C(=O)c3ccccc3F)CC2)c(OC)cc1NC(C)=O | -4 | -1.7 | -1.8 | -1.0 | -0.9 | 7 | 0.4 | -1 | 1 | -0.9 | 1.1
CC(C)(C)OC(=O)CNC(=O)c1[nH]cnc1C(=O)NC1CCN(C(=O)OC(C)(C)C)CC1 | -4 | -1.5 | · | -1.4 | -1.1 | 5 | 1.2 | 2 | 0 | -1.7 | 0.8
C=CCOC(=O)C1=C(C)NC(C)=C(C(=O)OCC=C)C1c1ccc(O)cc1 | -2 | -0.4 | 0.3 | -1.1 | -1.4 | -31 | -1.6 | -111 | -1 | -2.2 | -0.8
O=S(=O)(c1ccc(Cl)cc1)c1ccccn1 | -1 | -1.7 | 0.3 | -1.0 | 0.4 | 13 | 1.6 | -3 | -2 | 0.3 | -0.7
CN(C(=O)COC(=O)C1CCN(S(=O)(=O)c2c(Cl)cccc2Cl)CC1)C1CCCCC1 | -1 | 1.4 | -0.2 | -0.9 | -0.9 | 0 | 0.7 | -7 | -3 | 1.8 | -1.5
COc1cc(Cl)c(NS(=O)(=O)c2ccc(-c3ccc(=O)[nH]n3)o2)c(OC)c1 | 1 | 1.4 | 4.2 | -1.2 | -0.9 | -5 | 0.4 | -2 | 0 | 5.1 | 0.6
COc1ccccc1NC(=O)Cn1c2ccccc2c2nc3n(c(=O)c21)CCS3 | -3 | -1.2 | 0.4 | -0.9 | 0.6 | 0 | 1.2 | 1 | 2 | -0.3 | -0.1
O=C(CSc1n[nH]c(-c2ccco2)n1)N1c2ccccc2Sc2ccccc21 | 4 | -2.4 | -0.1 | -1.4 | -0.4 | -19 | -0.3 | -2 | -4 | -2.9 | -0.8
O=C(/C=C/[C@H]1O[C@@H](n2ccc(=O)[nH]c2=O)[C@H](O)[C@@H]1O)NCc1ccc2c(c1)OCO2 | -2 | -2.4 | · | -0.4 | -1.2 | 1 | · | 2 | -4 | 2.4 | -0.9
CCc1ccc(C(O)(CC(C)C)C(CN2CCOCC2)c2ccccc2)cc1 (stereo not given) | 3 | -1.6 | -2.2 | -1.1 | 0.2 | 1 | -0.8 | 1 | -2 | 0.5 | -0.2

Screening data as filed in PubChem.
